# Screens from PubChem BioAssay.
# GalR3 antagonist: GalR3 antagonists in HEK293 cells, primary screen, cell-based, fluorescence readout; HEK293 GalR3-CNG cAMP membrane potential fluorescence; galR3 body fused to GalR1 C-terminus; Galanin receptor type 3 (Homo sapiens), O60755; inhibition, % at 3 µM; hit rate 0.44% among 360,000; AID 651719, 2012;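 active = inhibition above the screen-wide average plus 3 SD, cut at about 13% in these data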;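 note: forskolin and galanin both at EC90 stimulate the cells; cAMP rise reported by CNG channel membrane potential dye signal; 0% = forskolin plus galanin with DMSO and 100% = forskolin alone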
# V1aR counter: agonists of human V1a receptor, primary screen, counter-screen for OXTR agonist project, fluorescence, CHO-V1R cells. AID 2797, 2010. activation, % at 3 µM. hit rate 0.25% among 320,000. Vasopressin V1a receptor (Homo sapiens), P37288. Fluo-8 calcium fluorescence, agonist mode; 0% DMSO, 100% 3 nM vasopressin;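 active = activation above the mean activation of all tested compounds plus 3 SD, per screening run, cut at about 20% in these data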;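 note: signal is peak over basal fluorescence ratio across a 100 second FLIPR read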
# GPR7 antagonist: GPR7 receptor antagonists, primary screen, cell-based, fluorescence, single concentration | hit rate 1.1% among 290,000 | GPR7-expressing cells, fluorescence antagonist assay | Neuropeptides B/W receptor type 1 (Homo sapiens), P48145 | inhibition, % at 4.4 µM; in the data active = inhibition above about 16%, passing the limit was not always enough;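 note: cells stimulated with the agonist NPW; 0% = agonist with vehicle and 100% = vehicle without agonist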
# MEKK2mut PB1 HTS: MEK5 binding signal on mutant MEKK2 PB1, primary screen, biochemical, multiplex bead flow cytometry, Alexa488-MEK5 | hit rate 0.35% among 290,000 | percent response, % at 10 µM | Alexa488-MEK5 binding to MEKK2 mutant; in the data active = percent response above about 24%, passing the limit was not always enough; note: inactives centre near 1; some results filed as inactive read as strong as hits; reference of the scale not given here
# PHOSPHO1 block: PubChem AID 1565. Phosphoethanolamine/phosphocholine phosphatase (Homo sapiens), Q8TCT1. recombinant PHOSPHO1, absorbance phosphatase assay. inhibition, % at 13.3 µM. hit rate 1.1% among 290,000; in the data active = inhibition above about 60%
# MEKK3 PB1 HTS: modulators of MEKK3-MEK5 PB1 binding, primary screen, biochemical, wildtype MEKK3, multiplex bead flow cytometry, Alexa488-MEK5; bead-based flow cytometry, Alexa488-MEK5 binding to MEKK3; actives lie on both sides; 0 = blocked by unlabeled MEK5, 100 = vehicle; binding response (% of control), % at 10 µM; hit rate 1.4% among 290,000;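 active = binding response more than 3 SD above or below the average of its plate-row segment, actives on both sides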;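 note: Alexa488 bead fluorescence after subtracting the streptavidin-only scavenger bead signal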
# Target sequence (Q99759 whole entry, looked up): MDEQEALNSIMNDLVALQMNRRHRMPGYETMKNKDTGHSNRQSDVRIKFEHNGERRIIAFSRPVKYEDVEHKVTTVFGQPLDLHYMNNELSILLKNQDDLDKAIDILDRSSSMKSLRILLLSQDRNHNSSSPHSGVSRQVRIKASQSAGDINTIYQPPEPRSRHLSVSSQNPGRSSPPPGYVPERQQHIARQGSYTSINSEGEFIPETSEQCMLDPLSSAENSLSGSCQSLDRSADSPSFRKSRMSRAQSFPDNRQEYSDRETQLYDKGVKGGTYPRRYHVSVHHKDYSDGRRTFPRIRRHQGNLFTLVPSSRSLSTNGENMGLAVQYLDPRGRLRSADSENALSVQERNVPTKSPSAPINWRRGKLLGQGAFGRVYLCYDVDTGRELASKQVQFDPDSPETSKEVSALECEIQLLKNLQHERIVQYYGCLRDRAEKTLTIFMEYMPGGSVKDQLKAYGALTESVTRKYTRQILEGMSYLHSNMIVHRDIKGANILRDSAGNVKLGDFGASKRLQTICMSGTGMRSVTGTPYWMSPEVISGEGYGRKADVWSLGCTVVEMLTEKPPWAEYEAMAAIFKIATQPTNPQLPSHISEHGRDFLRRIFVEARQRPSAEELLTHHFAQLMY
# MEKK2wt PB1 HTS: modulators of MEK5 binding to wildtype MEKK2, primary screen, biochemical, multiplex bead flow cytometry, Alexa488-MEK5 | Alexa488-MEK5 binding to MEKK2 WT; actives lie on both sides | AID 1531, 2009 | binding response (% of control), % at 10 µM | hit rate 1.1% among 290,000; in the data active = binding response below about 67% or above about 130%
# NALP1 inh: NALP1 inflammasome inhibitors in reconstituted yeast, colorimetric, S. cerevisiae, triplicate retest | S. cerevisiae NALP1/ASC/caspase-1 growth, X-gal OD620, 72 h | inhibition, % at 10 µM | hit rate 0.61% among 280,000 | AID 2071, 2009; in the data active = inhibition mostly above about 24%, no sharp cut-off; inactive = mostly below about 32%; note: some compounds called inactive have numbers as strong as hits
# OXTR ag: human OXTR agonists, primary screen, fluorescence, CHO-OTR cells, Fluo-8 calcium; Fluo-8 calcium fluorescence; normalized: DMSO 0%, oxytocin 100%; activation, % at 3 µM; hit rate 0.32% among 320,000;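 active = activation above the mean of all tested compounds plus 3 SD, cutoff set per screening run, cut at about 20% in these data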;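 note: peak over basal fluorescence ratio from a 100 s FLIPR kinetic read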
# Target sequence (P30559 whole entry, looked up): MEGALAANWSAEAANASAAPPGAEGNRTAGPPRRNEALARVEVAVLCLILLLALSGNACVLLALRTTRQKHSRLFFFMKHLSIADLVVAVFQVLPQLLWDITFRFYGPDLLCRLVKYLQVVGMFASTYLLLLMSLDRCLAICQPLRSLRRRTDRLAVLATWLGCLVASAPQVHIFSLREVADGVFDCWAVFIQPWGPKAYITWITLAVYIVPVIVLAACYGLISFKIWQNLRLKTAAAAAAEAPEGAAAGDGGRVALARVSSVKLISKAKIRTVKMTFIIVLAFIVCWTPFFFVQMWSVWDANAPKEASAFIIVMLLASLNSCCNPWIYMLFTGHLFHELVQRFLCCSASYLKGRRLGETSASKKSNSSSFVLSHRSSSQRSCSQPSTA
# * hit, by the source's call; . = no result given; [ ] = another dose, or the depositor's remark. Compounds as they come. Share with any hit: about 5.4%.
SMILES,GalR3 antagonist,V1aR counter,GPR7 antagonist,MEKK2mut PB1 HTS,PHOSPHO1 block,MEKK3 PB1 HTS,MEKK2wt PB1 HTS,NALP1 inh,OXTR ag
CC(C)c1cc(C(F)(F)F)n2nc(C(=O)Nc3ccc4c(c3)OCO4)cc2n1,-4,-0.5,-10,0,-12,101,101,-3,0.6
O=C(Nc1ccccc1)C1=C(c2ccccc2)S(=O)(=O)CCS1(=O)=O,0,.,12,-19,1,6.0*[inhibitor],8.0*[inhibitor],17,.
Cn1c(=O)n(-c2ccccc2)c(=O)c2c3c(sc21)COC(C)(C)C3,-1,0.6,-2,4,16,102,104,0,-1.2
CCCc1nnc(NC(=O)CCC(=O)N2CCN(C3c4ccccc4-c4ccccc43)CC2)s1,-1,0.1,-1,0,2,111,102,19,0.7
Cc1ccc(C(=O)OCC(=O)N(C)c2ccccc2)cc1C,-9,0.1,10,-1,16,101,105,12,0.8
COC(=O)CCCNC(=O)c1ccccn1,3,-0.7,-11,-1,36,101,99,2,2.3
COc1ccc(NS(=O)(=O)c2ccc(Oc3cccc(C(=O)O)c3)cc2)cc1,-1,0.2,-8,2,-11,105,98,-2,0.0
O=C1NC(=O)C(CC(=O)N(Cc2cccs2)C2(C(=O)NC3CCCC3)CCCCC2)N1 (configuration not stated),-8,0.2,-2,-2,-2,92,95,32,-1.9
COc1ccc(OC)c(/C=C/c2nc3ccccc3[nH]c2=O)c1,-7,5.5,-4,-4,36,99,92,-8,3.2
O=C(Nc1ccc(Cl)cc1)Nc1nnc(/C=C/c2ccccc2)s1,-4,-0.7,-10,-10,15,57,58,.,-0.7
Cc1ccccc1C(=O)Nc1nc2c(C)csc2c(=O)s1,7,4.0,-22,25,23,128*,107,.,-2.8
CC(=O)NC(Cc1cnc[nH]1)C(=O)O (configuration not stated),-1,1.2,-2,2,-25,102,98,10,3.1
COc1ccc(CC(=O)Nc2nnc(SCc3ccccc3)s2)cc1S(=O)(=O)N1CCOCC1,0,2.4,14,3,28,101,104,7,0.6
COc1ccc(C(=O)Nc2nc(-c3ccc(OC)cc3)c(-c3ccc([N+](=O)[O-])cc3)s2)cc1,-2,-0.5,-4,3,6,106,94,-3,0.1
Cn1cccc1C(=O)Nc1nc(-c2ccccn2)cs1,-3,-0.5,5,-1,20,100,100,24,-1.0
COCCNS(=O)(=O)c1cc2[nH]c3c(c2cc1C)C(=O)CC(C)(C)C3,-8,-0.3,4,4,31,101,106,16,0.9
CC(OC(=O)c1ccc(NS(=O)(=O)c2ccc3[nH]c(=O)[nH]c3c2)cc1)C(N)=O (configuration not stated),-6,0.2,-5,-4,23,97,95,5,0.5
CC(C)Cn1cnc2sc3c(c2c1=N)CCCC3,-2,1.1,-7,-7,7,89,96,40*,3.1
Cn1c(=NC(=O)c2cccc([N+](=O)[O-])c2)sc2ccccc21,-1,1.6,-11,-4,19,100,98,-1,1.0
NC(=O)CC(NC(=O)Cc1ccc(Cl)cc1)c1ccc(NC2CC3CCC2C3)c([N+](=O)[O-])c1 (configuration not stated),-2,-0.6,-2,-7,15,99,97,26,-0.5
NC(=S)N/N=C/c1c(O)ccc2ccccc12,2,0.3,23*,-12,-2,81,80,.,0.7
COc1ccc(C(=O)Nc2ccccc2C(=O)N2CCCCCC2)cc1,-9,1.8,5,-9,40,95,91,6,-0.2
FC(F)(F)c1ccc(CN2C[C@@H]3C(c4ccccc4)C4(c5ccccc5)CC3(C4)[C@H]2c2ccccc2)cc1 (some centres not stated),.,.,.,4,22,105,106,.,.
O=CN1CCN(C(=O)c2ccc(-c3nc4ccccc4s3)s2)CC1,-7,0.4,-4,-9,20,98,93,-1,-1.2
C#CCNC(=O)C1=C[C@H](c2csc3ccccc23)C[C@H](OCCCCO)O1,-4,-0.6,-11,1,44,100,103,-12,-2.1

# Sorted by molar mass (highest first): ten of the compounds above.
SMILES,GalR3 antagonist,V1aR counter,GPR7 antagonist,MEKK2mut PB1 HTS,PHOSPHO1 block,MEKK3 PB1 HTS,MEKK2wt PB1 HTS,NALP1 inh,OXTR ag
COc1ccc(CC(=O)Nc2nnc(SCc3ccccc3)s2)cc1S(=O)(=O)N1CCOCC1,0,2.4,14,3,28,101,104,7,0.6
CCCc1nnc(NC(=O)CCC(=O)N2CCN(C3c4ccccc4-c4ccccc43)CC2)s1,-1,0.1,-1,0,2,111,102,19,0.7
COc1ccc(C(=O)Nc2nc(-c3ccc(OC)cc3)c(-c3ccc([N+](=O)[O-])cc3)s2)cc1,-2,-0.5,-4,3,6,106,94,-3,0.1
O=C1NC(=O)C(CC(=O)N(Cc2cccs2)C2(C(=O)NC3CCCC3)CCCCC2)N1 (configuration not stated),-8,0.2,-2,-2,-2,92,95,32,-1.9
COc1ccc(NS(=O)(=O)c2ccc(Oc3cccc(C(=O)O)c3)cc2)cc1,-1,0.2,-8,2,-11,105,98,-2,0.0
COCCNS(=O)(=O)c1cc2[nH]c3c(c2cc1C)C(=O)CC(C)(C)C3,-8,-0.3,4,4,31,101,106,16,0.9
O=CN1CCN(C(=O)c2ccc(-c3nc4ccccc4s3)s2)CC1,-7,0.4,-4,-9,20,98,93,-1,-1.2
COc1ccc(OC)c(/C=C/c2nc3ccccc3[nH]c2=O)c1,-7,5.5,-4,-4,36,99,92,-8,3.2
Cc1ccc(C(=O)OCC(=O)N(C)c2ccccc2)cc1C,-9,0.1,10,-1,16,101,105,12,0.8
CC(C)Cn1cnc2sc3c(c2c1=N)CCCC3,-2,1.1,-7,-7,7,89,96,40*,3.1

# The list continues:
SMILES,GalR3 antagonist,V1aR counter,GPR7 antagonist,MEKK2mut PB1 HTS,PHOSPHO1 block,MEKK3 PB1 HTS,MEKK2wt PB1 HTS,NALP1 inh,OXTR ag
COc1ccc(C/C(N)=N/OC(=O)CCc2ccccc2)cc1,-10,-0.4,2,-5,13,99,99,18,-2.1
Cc1cc(=O)oc2c(C(=O)c3ccccc3)c(OCC(N)=O)ccc12,-4,0.2,-11,2,-2,105,105,1,0.2
CCOc1cc(C2NN=C(c3ccc(C)cc3)S2)ccc1O (configuration not stated),3,-0.1,0,-1,3,121,102,-13,-0.7
Cc1cccc(C)c1OCC(O)CNS(=O)(=O)c1ccccc1C(=O)N1CCOCC1 (configuration not stated),2,.,-15,2,-13,103,101,6,.
O=C(Cn1cc2c(n1)CCCC2)NCCCN1CCN(Cc2ccccc2)CC1,-1,-0.9,-10,5,-12,98,108,0,-1.3
O=c1c2ccccc2c(-c2ccccc2)nn1Cc1c(Cl)cccc1Cl,-4,-0.6,-1,2,11,104,95,35,-0.3
CSc1ncc(C(=O)NCCCc2ccccc2)c(C)n1,-12,.,7,3,1,98,101,30,.
CC1Cc2ccccc2N1C(=O)CSc1nc2c(c(=O)n(C)c(=O)n2C)n1Cc1ccc(F)cc1 (configuration not stated),-2,-0.4,-6,3,.,105,100,.,-0.1
CCc1nn(CC(=O)N2CCN(CC)CC2)c(=O)c2cccn12,.,11,-11,0,23,100,95,26,1.0
COC(=O)c1cc2c(s1)-c1ccc(OC)cc1CC2,0,-1.7,-11,0,8,100,99,29,-0.7
CCCCC(=O)Nc1ccc2c(c1)nc(CCN1CCOCC1)n2C,3,1.8,-16,3,7,105,105,8,-0.2
COc1ccc(-c2c(-c3ccsc3)oc3ccc(N4CCOCC4)cc23)cc1,-5,0.1,.,3,.,105,108,.,-0.4
CCN1C(=Nc2ccc(Cl)cc2)SC/C1=C\C(=O)OC,-4,-0.2,9,6,24,108,109,2,-1.7
CCCNC(=O)C1CC(=O)N(c2ccc(OCc3ccc(F)cc3)cc2)C1 (configuration not stated),-10,11,2,-9,32,95,98,14,8.8
COc1ccc(-n2cc(CN(C)C(C)c3ccncn3)c(-c3cccc(F)c3)n2)cc1 (configuration not stated),-2,-0.2,-13,10,24,107,115,8,-2.3
Cc1cccc2c(=O)c(C(=O)NCCCN3CCOCC3)c[nH]c12,4,0.7,-7,8,-6,71*[inhibitor],85,6,-0.3
COc1ccc(NC(=O)COc2ccccc2F)cc1S(=O)(=O)N1CCCCC1,-2,1.9,3,4,-25,102,101,3,0.7
COC(=O)c1cccnc1-n1c(=O)c2cccnc2n(Cc2ccc(Cl)cc2)c1=O,-3,1.0,-7,-11,-20,92,89,17,-0.1
COc1ccc(C(=O)Nc2ccc3c(c2)C(=O)NC3=O)cc1,-3,0.7,5,-4,31,98,100,6,-0.5
Cn1c(=O)c2cc(S(=O)(=O)NCCC(=O)N3CC=C(c4ccccc4)CC3)ccc2n(C)c1=O,-3,7.4,-10,2,3,98,99,-17,4.0
CCOC(=O)NC(O)C(=O)c1ccc(F)cc1 (configuration not stated),0,1.0,-26,-1,-7,101,98,-5,0.1
C=CCNC(=O)CC(=O)N/N=C/c1ccc(C(=O)OC)cc1,3,1.6,5,11,-26,102,103,26,-0.8
CN(C)c1ccc(/C=C/C#N)cc1,-2,0.3,0,7,27,104,106,.,-4.0
O=C(Nc1cc(C(F)(F)F)ccc1N1CCOCC1)c1ccc[n+]([O-])c1,-3,0.2,-2,-3,6,96,94,13,1.4
O=c1c2ccccc2ncn1CCCSc1ccccc1,-7,-0.5,-5,1,-5,102,103,1,-1.8

# More results:
SMILES,GalR3 antagonist,V1aR counter,GPR7 antagonist,MEKK2mut PB1 HTS,PHOSPHO1 block,MEKK3 PB1 HTS,MEKK2wt PB1 HTS,NALP1 inh,OXTR ag
O=c1[nH]c2ccccc2n1CCCSCCCn1c(=O)[nH]c2ccccc21,-3,9.1,-16,3,21,117,97,3,4.5
O=C(O)Cn1cc(C(=S)N2CCOCC2)c2ccccc21,-2,-0.1,-12,-6,88*,90,87,3,-0.4
Cc1ccc(NC(=O)CCC(=O)n2nc(C)cc2C)c(C)c1,-10,-0.1,-6,2,16,103,101,-1,-0.3
CC(C)C(C(=O)NCC1CCCO1)N(CC1CCCO1)C(=O)CNS(=O)(=O)c1ccccc1 (configuration not stated),-4,0.3,-8,0,27,95,94,6,-0.7
CC(Oc1ccc(C(C)(C)C)cc1)C(=O)NC1CC(C)(C)NC(C)(C)C1 (configuration not stated),-4,0.7,12,-1,12,95,97,19,0.9
NC(=O)c1ccc(NC(=O)Cn2c(=O)n(-c3ccccc3)c(=O)c3oc4ccccc4c32)cc1,-6,-0.6,-11,10,44,106,107,5,1.1
Cc1[nH]c2ccccc2c1/C=N/NC(=O)c1cccc(S(=O)(=O)Nc2ccccc2Cl)c1,-4,0.2,-4,37,4,97,71,10,-0.5
O=C(O)c1cc(N=Cc2c(O)c3ccccc3oc2=O)ccc1O,-9,.,-8,15,31,109,108,2,.
N#Cc1ccc(N2CCCNCC2)nc1,-13,1.1,-2,2,.,102,104,11,1.3
